NS5 inhibitors: Dengue-2 NS5 methyltransferase inhibitors, primary screen, biochemical, confirmation dose response (AID 588689) | Genome polyprotein (Dengue virus type 2 (strain 16681-PDK53)) | 0.3% of 340,000 active | Dengue-2 NS5 methyltransferase capping enzyme assay, biochemical; higher % means a stronger effect | inhibition, % at 25 µM; hits with a dose series show IC50 in µM; in the data active = a potency from the dose series; inconclusive = inhibition above about 29% without an active follow-up result
SIAH1 antagonists: Siah-1 peptide-binding antagonists, primary screen, biochemical, fluorescence polarization, rhodamine-plectin, uHTS (AID 1817) | Siah-1 / rhodamine-plectin peptide fluorescence polarization; higher % means a stronger effect | one-dose displacement, % at 20 µM; IC50 in µM for titrated hits | 0.02% of 290,000 active;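 active = displacement of at least 50% at 20 µM, with a fluorescence ratio check between 0.3 and a set limit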;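 note: plate controls were Siah plus tracer with DMSO for no effect and tracer alone without Siah for full effect; strong numbers were not always called active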
MgcRacGAP inhibition: MgcRacGAP GTPase-activating activity inhibitors, confirmation, biochemical, ADP Hunter fluorescence | AID 624330, 2012 | MgcRacGAP-stimulated Rac1 GTP hydrolysis, ADP Hunter fluorescence; higher % means a stronger effect; GST-tagged Rac1 F28L mutant substrate | inhibition, % at 30 µM, or IC50 in µM where a hit was titrated | Rac GTPase-activating protein 1 (Homo sapiens) | 0.6% of 340,000 active;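 active = first-screen hits whose inhibition reached a set limit at any dose in the follow-up dose series; inconclusive = inhibition above the set first-screen limit but never retested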;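 note: fluorescence reports GDP produced by GAP-driven GTP hydrolysis; strong numbers were not always called active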
XIAP antagonists: XIAP antagonists, biochemical, IAP family, fluorescence polarization (AID 1018) | 0.007% of 200,000 active | displacement, % at 20 µM; hits with a dose series show IC50 in µM | E3 ubiquitin-protein ligase XIAP (Homo sapiens) | XIAP BIR domain, fluorescence polarization peptide displacement; higher % means a stronger effect; in the data active = displacement above about 50%; note: a part of the inactive calls stands beside numbers as strong as those of hits
SV40 large T antigen: SV40 large T antigen inhibitors, biochemical (AID 1903) | 0.39% of 310,000 active | SV40 large T antigen ATPase/helicase inhibition assay; higher % means a stronger effect | inhibition, % at 20 µM, or IC50 in µM where a hit was titrated; in the data active = a potency from the dose series; inconclusive = inhibition mostly from about 32% at the one dose, without a potency; inactive = the rest, 99 in 100 with inhibition below about 32%; note: strong numbers were not always called active
HIV peptide binding: inhibitors of HIV fusion peptide binding, primary screen, biochemical, uHTS, fluorescence dequenching (AID 1986). cell-free peptide binding, fluorescence dequenching, 30 min; higher % means a stronger effect. inhibition, % at 20 µM, or IC50 in µM where a hit was titrated. 0.3% of 290,000 active; in the data active = inhibition mostly above about 52%, no sharp cut-off; inactive = mostly below about 76%; note: some results filed as inactive read as strong as hits
LYP phosphatase: inhibitors of LYP phosphatase, biochemical, fluorescence intensity, uHTS (AID 1779); Tyrosine-protein phosphatase non-receptor type 22 (Homo sapiens); recombinant LYP phosphatase, fluorescence intensity; higher % means a stronger effect; one-dose inhibition, % at 11.5 µM; IC50 in µM for titrated hits; 0.054% of 290,000 active; in the data active = inhibition above about 50%;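 note: plate controls were vehicle with enzyme for no effect and no enzyme for full effect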
RSV CPE inhibition: RSV antiviral activity via CPE protection, HEp-2 cells, primary 10 µM value included (AID 2391); 0.13% of 310,000 active; CPE inhibition, % at 10 µM, or IC50 in µM where a hit was titrated; HEp-2 cells, RSV-induced CPE inhibition; higher % means a stronger effect; in the data active = a potency from the dose series; inconclusive = CPE inhibition mostly from about 23% at the one dose, without a potency; inactive = the rest, 99 in 100 with CPE inhibition below about 21%; note: strong numbers were not always called active
AID2073: inhibitors of Mint1-CaV2.2 protein interaction, biochemical, HTRF (AID 2073); Voltage-dependent N-type calcium channel subunit alpha-1B (Homo sapiens); one-dose inhibition, % at 20 µM; IC50 in µM for titrated hits; HTRF protein-protein interaction, Mint1-CaV2.2; higher % means a stronger effect; 0.19% of 290,000 active; in the data active = inhibition mostly above about 51%, no sharp cut-off; inconclusive = no clear call, values can overlap the other calls; inactive = mostly below about 53%; note: some results filed as inactive read as strong as hits
NS5 inhibitors pilot replicate: second read-out of NS5 inhibitors, no call of its own (marks repeat the call); inhibition, %; measured here: pilot screen replicate inhibition
* hit, by the source's call; ? = inconclusive; · = no result given.

SMILES	NS5 inhibitors	SIAH1 antagonists	MgcRacGAP inhibition	XIAP antagonists	SV40 large T antigen	HIV peptide binding	LYP phosphatase	RSV CPE inhibition	AID2073	others
COc1ccccc1CCC(=O)OCC(=O)Nc1cccc(S(=O)(=O)N2CCOCC2)c1	-3%	·	-3%	·	9%	·	·	-1.1%	·
COc1ccc2oc(C(=O)OCC(=O)N(C)Cc3ccccc3)c(C)c2c1	-3%	·	4%	·	10%	·	·	12%	·
COc1ccc(N2CCN(c3n[nH]c(N)n3)CC2)cc1	-1%	-3%	22%	-10%	36%	-0.9%	-12%	1.8%	-2%
CCc1ccc(OCC(=O)Nc2ccc3oc(=O)ccc3c2)cc1	-12%	17%	5%	·	5%	-0.5%	-4%	1.2%	5%
CC1(C)CC(=O)C=C(c2ccc3[nH]ccc3c2)C1	1%	·	9%	·	-1%	·	·	11%	·
CCOc1ccc(CCNC(=O)C2CCC(=O)N2CCc2ccccc2)cc1OCC (configuration not stated)	4%	0%	4%	-4.6%	2%	2.2%	-3%	0.2%	-8%
Cc1cccc(C)c1NC(=O)C1CCCN(CCCc2ccccc2)C1 (configuration not stated)	-7%	-2%	9%	-3.7%	13%	0.4%	-6%	·	-1%
CC(C)(C)NC(=O)COC(=O)CCC(=O)c1ccc(Cl)cc1	-5%	-3%	0%	-4.7%	7%	-0.9%	-8%	1.8%	-6%
CS(=O)(=O)c1ccc(Cl)c(NC(=O)COc2ccc3c(c2)CCC3)c1	-4%	·	6%	·	7%	·	·	-0.8%	·
C#CCOC(=O)Nc1cccn(Cc2c(Cl)cccc2Cl)c1=O	-9%	1%	7%	-1.9%	-4%	-3.0%	4%	6.5%	-11%	NS5 inhibitors pilot replicate=-7.3
COC(=O)COc1cc(C)cc2oc(=O)c(CC(=O)OC)c(C)c12	1%	4%	1%	0.7%	4%	-1.2%	-1%	1.3%	22%
CCCC[C@@]1(C2CCCC2)Cc2cc(OCC(=O)O)c(Cl)c(Cl)c2C1=O	-4%	·	4%	·	28%	·	·	0.3%	·
COCCCNC(=O)Cn1ncc2c(=O)oc3ccccc3c21	-2%	-1%	5%	0.9%	1%	14%	-7%	2.8%	-4%
CCn1c(SCC(=O)Nc2cccc(NC(C)=O)c2)nc2c([nH]c3ccccc32)c1=O	-9%	6%	5%	·	9%	0.7%	-2%	2.8%	17%
Cc1ccc(NC(=O)OCCNC(=O)c2ccncc2)cc1	-1%	0%	11%	-6.9%	5%	2.0%	0%	0.4%	4%
CCOC(=O)/C=C/C(=O)Nc1ccc(S(=O)(=O)Nc2cc(C)on2)cc1	2%	-4%	5%	·	7%	2.1%	-8%	1.6%	13%
N#C/C(=C\c1ccc(OC(=O)c2ccc(Cl)s2)cc1)c1nc2ccccc2[nH]1	?	-2%	0%	-2.9%	5%	5.7%	2%	7.9%	27%
Cc1cccc(/C=N/NC(=O)c2ccc(NC(=O)c3cccc(Cl)c3)cc2)n1	-3%	14%	3%	·	3%	-0.6%	-6%	2.0%	1%
COc1ccc(-c2csc(NC(=O)C3CC(=O)N(c4ccc5c(c4)OCCO5)C3)n2)cc1 (configuration not stated)	-7%	4%	6%	-4.2%	5%	2.3%	2%	9.8%	14%
C#CCn1cnc2c(cnn2-c2ccc(C)c(C)c2)c1=O	5%	2%	12%	0.0%	8%	-1.1%	5%	4.6%	45%
COc1ccc(CCNC(=O)c2ccc(CSc3ccccc3)o2)cc1	-2%	3%	8%	-4.7%	0%	0.1%	2%	?	0%
COC(=O)c1cc(OC)c(OC)cc1NC(=O)CN1CCOCC1	-7%	4%	10%	0.1%	1%	1.1%	-10%	0.3%	-1%
CC(C)Oc1ccc(CNC(=S)N/N=C/c2ccc([N+](=O)[O-])cc2)cc1	-2%	2%	9%	-8.5%	2%	3.9%	-6%	3.0%	-5%
CCn1ccnc1CN(C)Cc1cn(C)nc1-c1ccccc1F	-5%	9%	11%	-4.8%	19%	2.1%	-5%	0.8%	-5%
COc1ccc(N(C(=O)c2cccnc2)S(=O)(=O)c2cc(OC)ccc2OC)cc1	-5%	15%	2%	·	3%	-0.8%	-9%	1.1%	-1%

3 structures already listed, ordered by SMILES length, low to high:
SMILES	NS5 inhibitors	SIAH1 antagonists	MgcRacGAP inhibition	XIAP antagonists	SV40 large T antigen	HIV peptide binding	LYP phosphatase	RSV CPE inhibition	AID2073	others
COc1ccc(CCNC(=O)c2ccc(CSc3ccccc3)o2)cc1	-2%	3%	8%	-4.7%	0%	0.1%	2%	?	0%
CS(=O)(=O)c1ccc(Cl)c(NC(=O)COc2ccc3c(c2)CCC3)c1	-4%	·	6%	·	7%	·	·	-0.8%	·
N#C/C(=C\c1ccc(OC(=O)c2ccc(Cl)s2)cc1)c1nc2ccccc2[nH]1	?	-2%	0%	-2.9%	5%	5.7%	2%	7.9%	27%

(list continues)
SMILES	NS5 inhibitors	SIAH1 antagonists	MgcRacGAP inhibition	XIAP antagonists	SV40 large T antigen	HIV peptide binding	LYP phosphatase	RSV CPE inhibition	AID2073	others
CCC(C)N(CC(=O)Nc1cccc(C)c1C)C(=O)CCl (configuration not stated)	-4%	8%	0%	-5.0%	-1%	1.2%	-3%	53%	3%
COc1ccccc1NC(=O)c1ccc(COc2ccccc2OC)cc1	-5%	·	2%	·	13%	·	·	1.5%	·
COc1cc([N+](=O)[O-])cc(/C=N\NC(=O)C2COc3ccccc3O2)c1O (configuration not stated)	19%	-5%	9%	·	11%	14%	1%	2.0%	5%
COc1ccc(OC)c(NC(=O)CC(NC(C)=O)c2ccccc2)c1 (configuration not stated)	-5%	2%	2%	-3.8%	22%	2.3%	2%	0.9%	2%
Cc1nc(N2CCN(Cc3ccccc3)CC2)[nH]c(=O)c1C	-1%	-4%	10%	-5.8%	·	0.2%	-4%	-1.6%	4%
COc1cccc(C(=O)NCCS(=O)(=O)NCc2ccccn2)c1	1%	·	-10%	·	6%	·	·	-1.7%	·
COc1ccc(N2CCN(C(c3cccs3)C(C)NS(C)(=O)=O)CC2)cc1 (configuration not stated)	10%	-1%	28%	-8.9%	36%	-3.5%	-2%	0.5%	-8%
N=C1C(c2ccccc2)=C(O)CN1c1ccccc1	-2%	-3%	-12%	-4.3%	9%	-0.5%	2%	0.3%	5%
COc1ccc(CNC(=O)CN(C(=O)c2csnn2)c2ccc3c(c2)OCCO3)cc1	-4%	12%	2%	·	7%	3.0%	-14%	0.5%	-10%
CCOC(=O)c1nn(-c2ccccc2)c2nnc(Cc3ccc(C)cc3)c(=O)n12	-1%	6%	8%	-4.7%	7%	-0.3%	-4%	1.7%	-3%
CCOC(=O)C1CCN(C(c2cccs2)c2sc3nc(C)nn3c2O)CC1 (configuration not stated)	1%	13%	6%	-1.6%	1%	-1.6%	-2%	2.6%	1%
O=C(c1ccc(CNS(=O)(=O)c2ccccc2)cc1)N1CCN(Cc2ccccc2)CC1	-3%	-1%	0%	-1.6%	53%	-1.1%	3%	2.6%	7%
Cc1ccc(NC(=O)CNC2CCCCC2)cc1Cl	5%	0%	1%	·	-2%	-0.2%	-7%	0.3%	7%
O=c1[nH]cn[nH]1	-1%	-1%	0%	-4.2%	3%	-1.0%	-2%	2.8%	1%
COc1cccc(C(=O)NCC(=O)N2CCC3(CC2)NCCc2[nH]cnc23)c1	-6%	0%	9%	·	·	0.8%	-8%	2.1%	6%
CC1(C)CC(=O)C2=C(C1)OC(c1ccc(O)cc1)C(C#N)=C2N (configuration not stated)	-6%	-6%	-4%	-10%	6%	-3.0%	-4%	0.4%	-1%
CN(C)S(=O)(=O)c1cccc(N2C(=O)CC3(CCCCC3)CC2=O)c1	-11%	8%	-22%	-3.3%	7%	-1.5%	-3%	7.5%	2%
CCN(CC)c1ccc(/C=N/NC(=O)Cc2cccs2)c(O)c1	-9%	-8%	-35%	-6.8%	4%	-2.7%	7%	-1.4%	3%
CCSCc1nnc(SCC(=O)Nc2nc(C)cs2)n1C	·	-3%	·	-4.4%	7%	2.8%	-7%	-0.7%	7%
CCc1ccc(OCC2c3cc(OC)c(OC)cc3CCN2C(C)=O)cc1 (configuration not stated)	-1%	0%	-1%	·	2%	-0.8%	-9%	15%	11%
O=C(CSc1c[nH]c2ccccc12)NCC1CCCO1 (configuration not stated)	-3%	-2%	5%	-4.8%	7%	0.1%	-5%	0.2%	1%
Cc1nn2c(NCCCN(C)C)c3c(nc2c1-c1ccccc1)CCCC3	3%	2%	19%	·	5%	-1.7%	-6%	-1.8%	27%
CN1C(=O)N(c2cccc3ccccc23)C(n2cncn2)C1(C)C (configuration not stated)	-6%	-4%	-2%	-2.9%	-3%	-1.7%	9%	1.0%	1%
CCN(CC)S(=O)(=O)c1ccc(C(=O)NC(C)(C)C)cc1	·	7%	2%	-5.5%	-8%	1.5%	-4%	1.9%	1%
CCc1cc2c(=O)c(-c3cscn3)coc2cc1O	-1%	1%	-3%	-12%	15%	0.3%	0%	?	20%

By substructure: the entries above containing a Cl atom
SMILES	NS5 inhibitors	SIAH1 antagonists	MgcRacGAP inhibition	XIAP antagonists	SV40 large T antigen	HIV peptide binding	LYP phosphatase	RSV CPE inhibition	AID2073	others
CC(C)(C)NC(=O)COC(=O)CCC(=O)c1ccc(Cl)cc1	-5%	-3%	0%	-4.7%	7%	-0.9%	-8%	1.8%	-6%
CS(=O)(=O)c1ccc(Cl)c(NC(=O)COc2ccc3c(c2)CCC3)c1	-4%	·	6%	·	7%	·	·	-0.8%	·
C#CCOC(=O)Nc1cccn(Cc2c(Cl)cccc2Cl)c1=O	-9%	1%	7%	-1.9%	-4%	-3.0%	4%	6.5%	-11%	NS5 inhibitors pilot replicate=-7.3
CCCC[C@@]1(C2CCCC2)Cc2cc(OCC(=O)O)c(Cl)c(Cl)c2C1=O	-4%	·	4%	·	28%	·	·	0.3%	·
N#C/C(=C\c1ccc(OC(=O)c2ccc(Cl)s2)cc1)c1nc2ccccc2[nH]1	?	-2%	0%	-2.9%	5%	5.7%	2%	7.9%	27%
Cc1cccc(/C=N/NC(=O)c2ccc(NC(=O)c3cccc(Cl)c3)cc2)n1	-3%	14%	3%	·	3%	-0.6%	-6%	2.0%	1%
CCC(C)N(CC(=O)Nc1cccc(C)c1C)C(=O)CCl (configuration not stated)	-4%	8%	0%	-5.0%	-1%	1.2%	-3%	53%	3%
Cc1ccc(NC(=O)CNC2CCCCC2)cc1Cl	5%	0%	1%	·	-2%	-0.2%	-7%	0.3%	7%
